Assay outcomes: PubChem, Broad Institute
ROS inducer: cancer cell ROS induction; hit rate 2% among 46,000; U2OS ROS induction, H2DCF-DA fluorescence; ROS induction (% of piperlongumine), % at 10 µM; AID 624156; in the data active means ROS induction above about 79%, passing the limit was not always enough; inconclusive means no clear call, values can overlap the other calls;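 further: 0% = DMSO vehicle median and 100% = reference compound median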
The depositor's hits bear a star; ? = inconclusive.

mol	ROS inducer
CCN(CC)CCOC(=O)C(Cc1cccc2ccccc12)CC1CCCO1 (centres undefined)	-1
Cc1ccc(S(=O)(=O)N(C)C[C@H]2Oc3c(NC(=O)C4CCCCC4)cccc3C(=O)N([C@@H](C)CO)C[C@@H]2C)cc1	?
CCc1nnc(NC(=O)C2=CCN(S(=O)(=O)c3ccc(F)cc3)CC2)s1	-3
Cc1cccc(C)c1NC(=O)COc1cc(O)c2c(=O)cc(-c3ccccc3)oc2c1	4
COc1ccc(C(=O)N(Cc2nc(-c3ccc(C)cc3)no2)C2CCCCC2)cc1OC	0
COc1cc(NC(=O)COc2ccc(Br)cc2)ccc1NC(=O)c1cc2ccccc2o1	-3
COc1ccc(S(=O)(=O)N(C)C[C@@H]2Oc3ccc(NC(=O)C4CC4)cc3C(=O)N([C@@H](C)CO)C[C@@H]2C)cc1	0
CC(=O)NCCCN(CCCCN(CCCNC(=O)/C=C/c1ccc(O)cc1)C(C)=O)C(=O)/C=C/c1ccc(O)cc1	2
Cc1nc2n(CCN3CCOCC3)c3ccccc3n2n1	-10
COC(=O)C1=C(C)NC(C)=C(C(=O)OC)C1c1cc(Br)ccc1OCC(N)=O	-3
CC(C)(C)c1ccc(OCC(=O)Nc2cccc3nsnc23)cc1	-12
Cc1noc(C)c1NC(=O)Nc1ccc2c(c1)C(=O)N([C@H](C)CO)C[C@H](C)[C@@H](CN(C)C(=O)c1ccccc1)OCCCC[C@@H](C)O2	6
C[C@@H]1CN([C@H](C)CO)C(=O)c2cc(NC(=O)C3CC3)ccc2O[C@H]1CN(C)CC1CCCCC1	-5
C[C@@H]1CN([C@H](C)CO)C(=O)Cc2cc(NS(C)(=O)=O)ccc2O[C@@H]1CN(C)Cc1ccncc1	2
CC(C)NC(=O)Nc1ccc2c(c1)C(=O)N([C@H](C)CO)C[C@H](C)[C@H](CN(C)S(C)(=O)=O)OCCCC[C@@H](C)O2	-9
COc1ccc(S(=O)(=O)N(C)C[C@@H]2Oc3ccc(NC(=O)Nc4ccc5c(c4)OCO5)cc3CC(=O)N([C@H](C)CO)C[C@H]2C)cc1	26
O=C1CC2(CCCC2)CC(=O)N1CCCCNCC1COc2ccccc2O1 (centres undefined)	0
Cc1noc(C)c1S(=O)(=O)Nc1ccc2c(c1)C(=O)N([C@H](C)CO)C[C@H](C)[C@@H](CN(C)S(=O)(=O)c1ccc(F)cc1)O2	-8
COc1ccc(NC(=O)N(C)C[C@@H]2Oc3c(NS(=O)(=O)c4cccs4)cccc3C(=O)N([C@H](C)CO)C[C@@H]2C)cc1	-3
C[C@@H]1CN([C@H](C)CO)C(=O)c2cc(NC(=O)Cc3ccccc3)ccc2O[C@H]1CN(C)C(=O)NC1CCCCC1	-1
CC1(C)CC(=O)C=C(SCc2c(Cl)cccc2Cl)S1	-3
O=C(COc1ccc([N+](=O)[O-])cc1)Nc1ccc2oc(-c3ccc(F)cc3Cl)nc2c1	-4
C[C@H]1CN([C@@H](C)CO)C(=O)c2cc(NC(=O)Nc3ccc(C(F)(F)F)cc3)ccc2O[C@@H]1CN(C)S(C)(=O)=O	-6
CC(C)n1c2ccc(Cl)cc2c2nc3ccccc3nc21	4
C[C@@H]1CN([C@H](C)CO)C(=O)Cc2cc(NC(=O)Nc3cccc4ccccc34)ccc2O[C@H]1CN(C)CC1CCCCC1	-3
O=C(O)CCCCCC(=O)N/N=C/c1ccncc1Br	6
Cc1cc(C(=O)Nc2cccc3c2O[C@H](CN(C)S(C)(=O)=O)[C@H](C)CN([C@@H](C)CO)C3=O)n(C)n1	-2
Cc1ccc(S(=O)(=O)NCc2ccc(C(=O)N3CCN(c4ccccc4)CC3)cc2)cc1	-1
CCCCC(C(=O)O)N1C(=O)c2ccccc2C1=O (centres undefined)	3
COc1ccc(S(=O)(=O)Nc2cccc3c2O[C@@H](CN(C)S(=O)(=O)c2cn(C)cn2)[C@@H](C)CN([C@H](C)CO)C3=O)cc1	-10
COc1ccc(NC(=O)Nc2ccc3c(c2)C(=O)N([C@@H](C)CO)C[C@H](C)[C@H](CN(C)CC2CCCCC2)O3)cc1	-11
C[C@@H]1CN([C@H](C)CO)C(=O)c2cc(NS(=O)(=O)c3ccc(F)cc3)ccc2O[C@H]1CN(C)CC1CC1	-1
COc1ccc(CN(C)C[C@H]2Oc3c(NC(=O)C4CCCCC4)cccc3C(=O)N([C@H](C)CO)C[C@H]2C)cc1	-5
O=C(O)CCCCCC(=O)N/N=C/c1ccc[nH]1	25
O=C1N=c2ccccc2=C1c1sc(Nc2cccc(C(F)(F)F)c2)nc1O	-8
CCn1c(SCC(=O)c2ccc(OC)cc2)nnc1-c1ccc(Cl)cc1	13
C[C@@H]1CN([C@H](C)CO)C(=O)c2cccc(NC(=O)Nc3ccc(C(F)(F)F)cc3)c2O[C@H]1CN(C)Cc1ccc(-c2ccccc2)cc1	-3
CCOC(=O)c1oc2ccc(OC)cc2c1CN1CCN(C)CC1	-7
O=C(CCCCCCC(=O)Nc1ccccc1O)N/N=C/c1ccc(O)c2ccccc12	?
COc1cc(C)nc(SCC(N)=O)n1	-9
COc1ccc(NC(=O)Nc2ccc3c(c2)C(=O)N([C@@H](C)CO)C[C@@H](C)[C@@H](CN(C)C(=O)Nc2c(C)noc2C)O3)cc1	2
C[C@H](CO)N1C[C@H](C)[C@H](CN(C)Cc2ccccc2)Oc2ccc(N(C)C)cc2CC1=O	-5
C[C@@H]1CN([C@@H](C)CO)C(=O)c2cccc(NS(=O)(=O)c3ccccc3)c2O[C@H]1CN(C)Cc1ccc(-c2ccccc2)cc1	48
COc1ccc(S(=O)(=O)Nc2cncc(C(=O)Nc3ccc(C(F)(F)F)cc3)c2)cc1	5
C[C@@H]1CCCCO[C@H](CN(C)S(=O)(=O)c2ccccc2)[C@@H](C)CN([C@H](C)CO)C(=O)c2cc(NC(=O)CCCCCC(=O)Nc3ccccc3N)ccc2O1	36
C[C@@H]1CN([C@H](C)CO)C(=O)Cc2cc(NC(=O)C3CCCCC3)ccc2O[C@H]1CN(C)S(=O)(=O)c1ccc(F)cc1	17
COc1ccc(C2=CC(=O)OC3(CCCCC3)O2)cc1	2
C[C@H]1CN([C@@H](C)CO)C(=O)CCCn2cc(nn2)CO[C@H]1CN(C)Cc1ccccc1C(=O)O	-14
C[C@@H]1CN([C@H](C)CO)C(=O)c2cc(NS(=O)(=O)c3ccccc3)ccc2O[C@@H]1CN(C)S(=O)(=O)c1ccc(F)cc1	-3
C[C@H]1CN([C@@H](C)CO)C(=O)c2cc(NC(=O)Nc3ccccc3)ccc2O[C@H]1CN(C)C(=O)Nc1ccc(F)cc1	-1
C=CCc1c(C)c(C#N)c2nc3ccccc3n2c1NCCc1ccc(OC)c(OC)c1	133*
C[C@H]1CN([C@@H](C)CO)C(=O)CCCn2nncc2CO[C@@H]1CN(C)Cc1ccc(C(=O)O)cc1	4
COc1ccc(S(=O)(=O)Nc2cccc3c2O[C@@H](CN(C)C(=O)NC2CCCCC2)[C@H](C)CN([C@@H](C)CO)C3=O)cc1	1
Cc1noc(C)c1S(=O)(=O)Nc1ccc2c(c1)C(=O)N([C@H](C)CO)C[C@H](C)[C@H](CN(C)C(=O)Nc1ccc(C(F)(F)F)cc1)OCCCC[C@@H](C)O2	?
C[C@H](CO)N1C[C@H](C)[C@H](CN(C)Cc2ccc(C(=O)Nc3ccccc3N)cc2)Oc2ccc(NS(=O)(=O)c3ccc(F)cc3)cc2CC1=O	64
Cc1cc(N2CCCC2)n2c(nc3ccccc32)c1C#N	14

Additional compounds follow.
mol	ROS inducer
O=C(O)CNS(=O)(=O)c1ccc(Cl)c(Cl)c1	-8
COc1ccc2cc(S(=O)(=O)NCCCN3CCOCC3)ccc2c1	-13
C=CCC1c2cccc(C(=O)O)c2C(=O)N1c1cccc(OC)c1 (centres undefined)	-15
Nc1ccc(-c2nnc(SCC(=O)Nc3ccc(Br)cc3F)n2-c2ccccc2)cc1	-12
COc1ccc(NC(=O)COc2ccccc2OC)cc1OC	-1
COc1ccc(C)cc1NC(=O)NCCc1ccc(OC)c(OC)c1	-19
O=c1c(Cc2cc(Cl)cc(Cl)c2O)c(O)nc2n1CCCS2	25
Cn1cnnc1SCC(=O)Nc1ccc(Cl)cc1	-11
CC(=O)Nc1ccc(Cl)c(Cl)c1	1
Cc1cc(NC(=O)CSc2nc3nccnc3c(=O)n2Cc2ccccc2)n[nH]1	11
COc1ccc(C)cc1S(=O)(=O)N(C)CC(=O)Nc1ccc(Br)cc1F	-8
C[C@@H]1CN([C@H](C)CO)C(=O)CCCn2nncc2CO[C@@H]1CN(C)Cc1ccc(O)cc1	6
COC(=O)c1ccc(C(=O)OC)c(NC(=O)Cn2nc(C(F)(F)F)cc2C)c1	-6
Cc1ccccc1NC(=O)NCCCN1CCN(C)CC1	-5
COc1ccc(-c2cc(N)n(S(=O)(=O)Cc3ccccc3)n2)cc1	-10
C[C@H]1CN([C@@H](C)CO)C(=O)Cc2cc(NC(=O)c3ccncc3)ccc2O[C@H]1CN(C)S(=O)(=O)c1cccs1	8
C[C@@H]1CCCCO[C@@H](CN(C)C(=O)CCCN(C)C)[C@@H](C)CN([C@H](C)CO)C(=O)c2cc(NC(=O)c3ccccc3)ccc2O1	13
Cc1noc(C)c1S(=O)(=O)Nc1ccc2c(c1)CC(=O)N([C@H](C)CO)C[C@H](C)[C@H](CN(C)C(=O)Nc1cccc3ccccc13)O2	9
Cc1ccc(S(=O)(=O)N(C)C[C@@H]2Oc3ccc(NC(=O)CCN4CCOCC4)cc3CC(=O)N([C@H](C)CO)C[C@@H]2C)cc1	7
O=C(NC1CCCCNC1=O)c1csc2ccccc12 (centres undefined)	4
O=C(c1cccs1)N(Cc1ccc(Br)cc1)c1ccc(F)cc1	11
C[C@@H]1CCCCO[C@H](CN(C)S(=O)(=O)c2cccs2)[C@@H](C)CN([C@H](C)CO)C(=O)c2cc(NC(=O)Nc3ccc(C(F)(F)F)cc3)ccc2O1	45
C[C@]1(C(=O)NCc2ccccc2)c2ccccc2C(=O)N(Cc2ccc(OC(F)(F)F)cc2)[C@H]1c1ccc(CO)cc1	21
C[C@H](CO)N1C[C@H](C)[C@H](CN(C)S(=O)(=O)c2cccs2)Oc2ccc(NC(=O)NC3CCCCC3)cc2C1=O	-4
COc1ccc(NC(=O)N(C)C[C@@H]2Oc3c(NC(=O)C4CC4)cccc3C(=O)N([C@H](C)CO)C[C@@H]2C)cc1	3
CC(C)COc1ccc(OCC(C)C)c(N)c1	-11
CC(C)NC(=O)N(C)C[C@H]1Oc2ccc(N(C)C)cc2CC(=O)N([C@@H](C)CO)C[C@@H]1C	-5
CCOC(=O)c1nnn2c1nc(SCc1ccc(F)cc1)c1ccccc12	59
CCOC(=O)c1cc(=O)c2ccc(OCC(=O)Nc3ccccc3)cc2o1	-3
COc1ccc(NC(=O)N(C)C[C@@H]2Oc3c(cccc3N(C)C)C(=O)N([C@H](C)CO)C[C@H]2C)cc1	-5
Cc1ccc(S(=O)(=O)Nc2ccc3c(c2)CC(=O)N([C@@H](C)CO)C[C@@H](C)[C@@H](CN(C)C(=O)Nc2c(C)noc2C)O3)cc1	-4
C[C@@H]1CN([C@H](C)CO)C(=O)Cc2cc(NC(=O)Nc3cccc4ccccc34)ccc2O[C@@H]1CN(C)Cc1ccc(C(F)(F)F)cc1	59
CCOc1ccc(-c2cn3c(n2)sc2cc(C(=O)N4CCN(C)CC4)ccc23)cc1	35
NC(=O)c1c(NC(=O)COc2cccc(C(F)(F)F)c2)sc2c1CCC2	6
C=CCNC(=O)[C@H]1[C@@H]2C(=O)O[C@@H](c3ccccc3)[C@@H](c3ccccc3)N2[C@@H](c2ccc(O)cc2)[C@]12C(=O)N(C(=O)OCCOC)c1ccc(C#Cc3ccc(OC)cc3)cc12	12
CC1(C)CC[C@]2(C(=O)O[C@@H]3O[C@H](CO[C@@H]4O[C@H](CO[C@@H]5O[C@H](CO)[C@@H](O)[C@H](O)[C@H]5O)[C@@H](O)[C@H](O)[C@H]4O)[C@@H](O)[C@H](O[C@@H]4O[C@H](CO)[C@@H](O)[C@H](O)[C@H]4O)[C@H]3O)CC[C@]3(C)C(=CCC4[C@@]5(C)CC[C@H](O)[C@@](C)(C(=O)O)C5CC[C@]43C)C2C1 (some centres undefined)	-10
C[C@@H]1CN([C@@H](C)CO)C(=O)c2cccc(NS(=O)(=O)c3cccs3)c2O[C@@H]1CN(C)Cc1ccc(-c2ccccc2)cc1	37
CN(Cc1ccccc1)C(=O)CCN1C(=O)COc2ccccc21	-15
C[C@@H]1CN([C@@H](C)CO)C(=O)CCCn2nncc2CO[C@@H]1CN(C)C(=O)Nc1ccc2c(c1)OCO2	-6
Cc1ccc(S(=O)(=O)Nc2ccc3c(c2)CC(=O)N([C@H](C)CO)C[C@@H](C)[C@H](CN(C)C(=O)Nc2ccc(C(F)(F)F)cc2)O3)cc1	-1

These rows are one share of the data; count on the stated rates, not on these rows.
